MrgX1 PAM – allosterically activates human MrgX1 receptor signaling; 0.63% of 310,000 active; B-score at 10 µM; MrgX1-HEK293, Fluo-4 calcium flux, FDSS; active compounds read high; AID 588675;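 active = plate-corrected calcium response at least 3 library SD above typical, normal starting fluorescence, not activating the receptor alone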;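 also: compound read alongside a low EC10 to EC30 dose of BAM8-22 agonist; peak minus trough fluorescence over baseline measured at the second addition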
Target sequence (Q96LB2 whole entry, looked up): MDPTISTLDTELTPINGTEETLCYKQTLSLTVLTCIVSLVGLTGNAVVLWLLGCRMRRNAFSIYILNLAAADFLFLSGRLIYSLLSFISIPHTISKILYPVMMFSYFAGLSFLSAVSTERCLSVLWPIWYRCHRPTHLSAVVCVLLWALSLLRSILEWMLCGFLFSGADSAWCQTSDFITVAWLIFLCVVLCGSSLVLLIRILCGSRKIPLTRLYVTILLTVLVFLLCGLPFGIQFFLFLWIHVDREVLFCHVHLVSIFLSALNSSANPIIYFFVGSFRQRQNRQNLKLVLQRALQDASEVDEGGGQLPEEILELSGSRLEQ
RGS4 inh – human RGS4 inhibition. 0.45% of 310,000 active. AID 463165. P49798. B-score at 10 µM. HEK293 M3R/RGS4 inducible, Fluo-4 calcium flux; active compounds read high; triggered by carbachol at its EC20;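 active = B-score, a plate-corrected calcium signal, over three deviations above library mean, with baseline fluorescence within five deviations of library mean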;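 also: RGS4 expression induced by doxycycline in cells with stable M3 receptor; B-score is computed from the integrated fluorescence ratio over baseline after carbachol; higher B-score means a larger calcium signal and so more RGS4 inhibition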
Target sequence (P49798 whole entry, looked up): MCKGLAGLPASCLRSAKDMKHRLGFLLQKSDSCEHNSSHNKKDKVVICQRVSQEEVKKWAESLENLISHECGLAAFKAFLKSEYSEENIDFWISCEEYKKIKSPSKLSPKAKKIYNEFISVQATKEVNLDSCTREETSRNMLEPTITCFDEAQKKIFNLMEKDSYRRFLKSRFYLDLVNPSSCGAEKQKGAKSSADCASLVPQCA
MrgX1 ag – activates human MrgX1 receptor signaling; AID 588627; MrgX1-HEK293 cells, Fluo-4 calcium fluorescence, agonist mode; active compounds read high; Q96LB2; B-score at 10 µM; 0.44% of 310,000 active;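 active = calcium response B-score plate-corrected fluorescence ratio at least 3 library SD, with starting fluorescence B-score inside 5 SD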
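times = overnight plating, then 30 min 37 °C plus 30 min room-temperature dye loading | assay system = stable human MrgX1 HEK293 cell line | input = fifteen thousand cells per well | signal = kinetic calcium dye fluorescence, Fluo-4 NW | dosing = compound delivered in addition one of three | read-out = B-scored fluorescence response ratio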
KCNQ1 pot – human KCNQ1 channel potentiation or activation; CHO-K1 KCNQ1, thallium flux FluxOR fluorescence; active compounds read high; B-score at 10 µM; 0.35% of 310,000 active;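 active = fluorescence ratio B-score, a plate-corrected score, at least three library SD, with initial intensity B-score within 5 SD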
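assay system = KCNQ1-transfected CHO-K1 cells | medium = assay buffer with matched DMSO | probe or stimulus = depolarizing K+/Tl+ stimulus, K2SO4 and Tl2SO4 each 12.5 mM in 5x stock | dosing = single dose | incubation = dye 90 min, compound 20 min, room temperature | detection = kinetic FluxOR fluorescence, 10 s baseline plus 110 s post-stimulus | evaluation = ratio B score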
KCNK9 block – inhibitors of human KCNK9 two-pore domain potassium channel; 1.2% of 310,000 active; HEK293 KCNK9, FluxOR thallium flux fluorescence; active compounds read low; B-score at 10 µM; Q9NPC2;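 active = ratio B-score over 3 SD below the library mean, with starting fluorescence within 5 SD of its mean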;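 also: negative B-score means less thallium flux so channel inhibition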
hERG rescue – compounds protecting human hERG from proarrhythmic drug block; CHO-hERG, FluxOR thallium flux, dofetilide IC70 present; activation (rescue from dofetilide block), less the hit threshold, % at 10 µM; 0.51% of 310,000 active;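 active = activation above the mean of controls blocked by dofetilide plus 5 SD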;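 also: thallium influx through hERG after potassium depolarization seen as dye fluorescence rise; in these data hits start at about 4.7%; inactives centre near -7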
KCNQ1 inh – blocks the human KCNQ1 potassium channel; P51787; CHO-K1 KCNQ1, FluxOR thallium flux fluorescence; active compounds read high; B-score at 10 µM; 1.3% of 310,000 active; AID 2642;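 active = compounds whose thallium flux B-score, printed positive for inhibition, exceeds three library SD while starting fluorescence stays within three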;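 also: channel opened by potassium depolarization with thallium stimulus after 20 min compound exposure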
KCNK3 block – human KCNK3 channel inhibition, primary screen | O14649 | B-score at 10 µM | 0.84% of 340,000 active | CHO-KCNK3 thallium flux, FluxOR fluorescence; active compounds read low;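 active = B-score under library mean minus 4 SD, starting fluorescence ratio at most library mean plus 5 SD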;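 also: more negative B-score means stronger inhibition of thallium flux through KCNK3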
Target sequence (O14649 whole entry, looked up): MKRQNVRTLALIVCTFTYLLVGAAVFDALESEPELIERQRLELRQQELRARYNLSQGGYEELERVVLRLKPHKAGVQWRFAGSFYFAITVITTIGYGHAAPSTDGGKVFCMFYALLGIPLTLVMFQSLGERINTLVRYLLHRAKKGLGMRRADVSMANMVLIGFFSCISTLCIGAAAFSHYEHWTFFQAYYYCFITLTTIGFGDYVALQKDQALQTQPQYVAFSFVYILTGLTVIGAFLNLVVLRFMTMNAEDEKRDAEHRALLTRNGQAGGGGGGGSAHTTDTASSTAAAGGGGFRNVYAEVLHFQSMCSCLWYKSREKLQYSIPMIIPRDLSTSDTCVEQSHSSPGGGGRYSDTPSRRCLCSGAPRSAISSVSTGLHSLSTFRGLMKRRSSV
RGS4 pot – potentiators or activators of RGS4 | HEK293 M3R/inducible RGS4, carbachol calcium flux Fluo4; active compounds read low | 0.92% of 310,000 active | B-score at 10 µM | AID 463111;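 active = B-score of the integrated calcium signal more than 4 SD below the library mean, with starting fluorescence not abnormally high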;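 also: negative B-score means reduced calcium response which marks RGS4 activation or potentiation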
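Also added: carbachol at ECmax as muscarinic agonist stimulus; Assay system: HEK293 cells with stable M3R and inducible RGS4; Timing: overnight RGS4 induction, 30 min dye load 37 °C, 20 min compound RT; Measured by: Fluo4-AM (2 µM) calcium-flux fluorescence, kinetic read.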
TMEM16A inh – blocks the mouse calcium-activated chloride channel TMEM16A; HEK293 TMEM16A/YFP iodide influx fluorescence, ionomycin; normalized B-score (activity score, 25-100; higher = stronger inhibition) at 10 µM; Q8BHY3; 1.2% of 310,000 active;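 active = ratio plate-corrected score three or more library SD toward inhibition, starting fluorescence score within five deviations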;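 also: score derived from kinetic fluorescence span divided by baseline fluorescence per well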
TMEM16A act – mouse TMEM16A channel activation, primary screen; Q8BHY3; HEK293 TMEM16A/YFP-H148Q/I152L, iodide quench fluorescence; active compounds read low; B-score at 10 µM; 0.3% of 340,000 active; AID 623877;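 active = fluorescence-ratio B-score plate-corrected deviation score at least 3 library SD below zero, with starting fluorescence score within 5 deviations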;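 also: channel opened by trigger with iodide after compound preincubation; score built on the fluorescence ratio of max minus min over baseline; more negative score means more quench and so TMEM16A activation or potentiation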
* marks the source's active call; other numbers are inactive results; i = inactive; . = not tested or not shown.

SMILES | MrgX1 PAM | RGS4 inh | MrgX1 ag | KCNQ1 pot | KCNK9 block | hERG rescue | KCNQ1 inh | KCNK3 block | RGS4 pot | TMEM16A inh | TMEM16A act
CNc1ccccc1C(C)(C)c1cc(-c2cccc(OC)c2)no1 | i | i | i | i | i | -16.2 | i | i | i | 25* | i
COc1ccc(OC)c(N/C(C)=C/C(=O)c2ccccc2)c1 | i | i | i | i | i | -7.9 | i | i | i | i | i
C=CCN(CC=C)C(=S)NC(=O)/C=C/c1ccccc1 | i | i | i | i | i | -1.6 | i | i | i | i | i
Cc1cccc(NC(=O)NC(=O)c2ccccc2)n1 | i | i | i | i | i | -10.8 | i | i | i | i | i
COc1ccc(NC(=S)N2CCN(S(C)(=O)=O)CC2)cc1OC | i | i | i | i | i | -1.1 | i | i | i | i | i
O=[N+]([O-])c1ccc2[nH]c3c(c2c1)CCCC3O (stereo not drawn) | i | i | i | i | i | -3.8 | i | i | i | i | i
O=C(NCC1CCCO1)c1cc(-c2ccccc2)nc2ccc(Br)cc12 (stereo not drawn) | i | i | i | i | i | -11.0 | i | i | i | i | i
CCOc1cc(/C=C2\C(=O)ON=C2c2ccccc2)cc(Br)c1O | i | i | 82.6* | i | i | -31.7 | 6* | -8.82* | i | i | i
O=C1/C(=C/c2cccnc2)N=C2CCCCCN12 | i | i | i | i | i | -3.5 | i | i | i | i | i
O=C(O)COc1c(Cl)cc(/C=C2/NC(=O)NC2=O)cc1Br | i | i | i | i | i | -4.0 | i | i | i | i | i
CCC(C)NC(=O)C(=O)NC1CCCC1 (stereo not drawn) | . | i | . | i | i | -11.3 | i | i | i | . | i
CCOC(=O)C1CCN(C(=S)Nc2cccc(C)c2C)CC1 | i | i | i | i | i | -7.4 | i | i | i | i | i
Cc1cc(Cl)ccc1OCCCC(=O)NCc1ccncc1 | i | i | i | i | i | -4.2 | i | i | i | i | i
Cn1c(CNC(=O)CNS(=O)(=O)c2ccccc2)cc(=O)n(C)c1=O | i | i | i | i | i | -8.3 | i | i | i | i | i
Cc1c(Cl)cccc1-n1c(-c2cccnc2)n[nH]c1=S | i | i | i | i | i | -3.3 | i | i | i | i | i
Cc1cc(N2C(=O)C3C4CC(c5ccccc5)C(C4)C3C2=O)no1 (stereo not drawn) | i | i | i | i | i | -10.3 | i | i | i | i | i
COc1cccc(Nc2nc3ccccc3nc2-n2nc(C)cc2C)c1 | i | i | i | i | i | -13.3 | i | i | i | i | i
Cc1cc2ncn(-c3nnnn3-c3ccccc3)c2cc1C | i | i | i | i | i | -11.2 | i | i | i | i | i
CCn1cc(CNC(=O)C2CCC(=O)N(C3CCCCCC3)C2)cn1 (stereo not drawn) | i | i | i | i | i | -9.0 | i | i | i | i | i
CCOC(=O)C1=C(CSc2nc3c(cc2C#N)CN(C)CC3)OC(N)=C(C#N)C1c1ccccc1 (stereo not drawn) | i | . | i | . | . | . | . | i | . | i | i
Cc1ccccc1NC(=O)COc1coc(CN2CCN(Cc3ccccc3)CC2)cc1=O | i | i | i | i | i | -11.0 | i | i | i | i | i
Cc1sc2nc(SCC(=O)N3CCOCC3)[nH]c(=O)c2c1C | i | i | i | i | i | -2.2 | i | i | i | i | i
CC(C)NS(=O)(=O)c1ccc(OCC(=O)NC(C)c2ccccc2)cc1 (stereo not drawn) | i | i | i | i | i | -19.5 | i | i | i | i | i
C=CCn1c(SCC(=O)Nc2cccc(OC)c2)nnc1-c1cccnc1 | i | i | i | i | i | -7.4 | i | i | i | i | i
NC(=O)c1cc(NC(=O)CCNS(=O)(=O)c2cccc(C(F)(F)F)c2)cc(C(N)=O)c1 | i | i | i | i | i | -5.0 | i | i | i | i | i
CCCSc1nc2c(=O)[nH][nH]c(=O)c2n1Cc1ccccc1 | i | i | i | i | i | -4.1 | i | i | i | i | i
COCCNC(=O)C12CC3CC(CC(Cl)(C3)C1)C2 | i | i | i | i | i | -9.4 | i | i | i | i | i
Cc1cc(=O)oc2cc(OCC(=O)OCc3nnc(-c4ccccc4)o3)ccc12 | i | i | i | i | i | -4.7 | i | i | i | i | i
Cn1c(=O)c2ncn(CC(=O)Nc3nc(-c4ccc(Cl)cc4)cs3)c2n(C)c1=O | i | i | i | i | i | -7.6 | i | i | i | i | i
O=C(NCC1CCCN1S(=O)(=O)c1cccs1)c1cccc([N+](=O)[O-])c1 (stereo not drawn) | i | i | i | i | i | -9.6 | i | i | i | i | i
Cn1nc(C(=O)Nc2c(-c3ccccc3)nc3sccn23)c2ccccc2c1=O | i | i | i | i | i | -4.3 | i | i | i | i | i
Cn1nnc(NC(=O)c2cccc(OCc3ccccc3)c2)n1 | i | i | i | i | i | -6.9 | i | i | i | i | i
O=C(CSc1ncn[nH]1)c1ccccc1 | i | i | i | i | i | -8.1 | i | i | i | i | i
Cc1nc(N2CCOCC2)[nH]c(=O)c1C(O)C(Cl)(Cl)Cl (stereo not drawn) | i | i | i | i | i | -8.2 | i | i | i | i | i
Cc1ccc2nc(SCC(=O)Nc3ccc4c(c3)OCCO4)nc(=O)n2c1 | i | i | i | i | i | -11.6 | i | i | i | i | i
O=C1C2CC=CCC2C(=O)N1c1nc2n(n1)C(c1ccccc1)CC(c1ccccc1)N2 (stereo not drawn) | i | i | i | i | i | -11.4 | i | i | i | i | i
CCOC(=O)c1nn(-c2ccc(OCC)cc2)c(C)c1C(C)=O | i | i | i | i | i | -9.0 | i | i | i | i | i
COc1ccc(NC(=O)CSc2nnc3ccc(-c4ccccn4)nn23)c(OC)c1 | i | i | i | i | i | -15.4 | i | i | i | i | i
COc1ccccc1N1CCN(C(=O)C2CCN(S(=O)(=O)c3ccc(Cl)cc3)CC2)CC1 | i | . | i | . | . | . | . | i | . | i | i
CNC(=O)c1cc2cc(OC)ccc2oc1=O | i | i | i | i | i | -9.8 | i | i | i | i | i
CCCC/C(O)=C1\C(=O)CC(C)(C)CC1=Nc1ccc(OC)cc1 | i | i | i | i | i | -1.6 | i | i | i | i | i
CCC1CN(S(=O)(=O)c2cc(-c3cc(C)no3)ccc2OC)c2cc(C)ccc2O1 (stereo not drawn) | i | i | i | i | -10.8* | -16.9 | i | -10.5* | i | i | i
Cc1nn(C(=O)c2ccc([N+](=O)[O-])cc2)c(C)c1Br | i | i | i | i | i | -4.3 | i | i | i | i | i
COc1ccccc1NC(=O)COC(=O)CCS(=O)(=O)c1ccc(C)cc1 | i | i | i | i | i | -11.7 | i | i | i | i | i
COc1cccc(/C=N/NC(=O)c2ccncc2)c1OC(=O)c1ccc(Br)cc1 | i | i | i | i | i | -15.9 | i | i | i | i | i
CCCc1cc(=O)oc2c3c(cc(OCC(=O)N4CCC[C@H]4C(=O)O)c12)OC(C)(C)CC3 | i | i | i | i | i | -7.5 | i | i | i | i | i
CCOC(=O)CCc1c(C)nc(SCc2ccc(C(=O)O)cc2)c(C#N)c1C | i | i | i | i | i | -3.1 | i | i | i | i | i
CSC(=NC#N)N1CCN(C(c2ccccc2)c2ccccc2)CC1 | i | i | i | i | -9.79* | -14.0 | i | i | i | i | i
O=S(=O)(c1ccc(Cl)nc1)N1CCN(c2ncccn2)CC1 | i | i | i | i | i | -6.6 | i | i | i | i | i
CC(=O)Nc1ccc(OC(=O)CC2SC(=O)NC2=O)cc1 (stereo not drawn) | i | i | i | i | i | -6.0 | i | i | i | i | i
Later entries:
SMILES | MrgX1 PAM | RGS4 inh | MrgX1 ag | KCNQ1 pot | KCNK9 block | hERG rescue | KCNQ1 inh | KCNK3 block | RGS4 pot | TMEM16A inh | TMEM16A act
Cc1ccc(NC(=O)COc2ccc(/C(N)=N/O)cc2)cc1C | i | i | i | i | i | -7.0 | i | i | i | i | i
O=C(O)c1cc(O)c2c(c1)[C@@H]([C@H]1c3cc(C(=O)O)cc(O)c3C(=O)c3c(O[C@@H]4O[C@H](CO)[C@@H](O)[C@H](O)[C@H]4O)cccc31)c1cccc(OC3O[C@H](CO)[C@@H](O)[C@H](O)[C@H]3O)c1C2=O (stereo partly drawn) | i | i | i | i | i | -5.0 | i | i | i | i | i
COCc1nnc(NC(=O)c2ccc(OC)cc2OC)s1 | i | i | i | i | i | -4.7 | i | i | i | i | i
COc1ccc(-c2sc3ccc(N4CCOCC4)cc3c2-c2ccc(OC)c(F)c2)cc1 | i | i | i | i | i | -10.8 | i | i | i | i | i
CCCOc1ccccc1C(=O)N(Cc1cccc(Br)c1)C1CCS(=O)(=O)C1 (stereo not drawn) | i | i | i | i | i | -9.2 | i | i | i | i | i
Cn1ncc(Br)c1C(=O)Nc1c(F)c(F)cc(F)c1F | i | i | i | i | i | -0.8 | i | i | i | i | i
COc1cc(/C=C2/C(=O)N(c3ccc(C)c(C)c3)N=C2C)cc([N+](=O)[O-])c1O | i | i | i | i | i | -3.6 | i | i | i | i | i
Cn1c(CCC(=O)OCC(=O)Nc2ccc(Oc3ccccc3)cc2)nc(=O)c2ccccc21 | i | i | i | i | i | -9.9 | i | i | i | i | i
Clc1ccc2nnc(Cl)n2n1 | i | i | i | i | i | -7.4 | i | i | i | i | i
Cc1ccc(NC(=O)C2CCN(S(=O)(=O)c3cnc[nH]3)CC2)cc1C | i | i | i | i | i | -12.6 | i | i | i | i | i
Cc1ccc(-n2nc3c(=O)n(CCCC(=O)NCc4ccc(Cl)cc4)nc(C)c3c2C)cc1 | i | i | i | i | i | -3.3 | i | i | i | i | i
Cc1c(CCC(=O)NCCC(=O)O)c(=O)oc2c(C)c3oc4c(c3cc12)CCCC4 | i | i | i | i | i | -6.9 | i | i | i | i | i
COC(=O)c1ccccc1NC(=O)CSc1nc(NC(=O)c2ccccc2)c2c(C)c(C)oc2n1 | i | i | i | i | i | -3.5 | i | -10.4* | i | i | i
CCn1c(NCCO)nc2c(c1=O)C(C)(CC)Cc1ccccc1-2 (stereo not drawn) | i | i | i | i | i | -8.9 | i | i | i | i | i
CCc1ccc2c(c1)C(=O)c1ccccc1C2=O | i | i | i | i | i | -11.3 | i | i | i | i | i
CCn1c2ccccc2c2cc(NC(=O)COc3ccccc3OC)ccc21 | i | i | i | i | i | -6.0 | i | i | i | i | i
